High-throughput results from PubChem.
NSD2 inh – NSD2 histone methyltransferase inhibitors, primary screen, biochemical, AlphaScreen, single concentration, set 2. NSD2 peptide methylation, 120 min. inhibition, % at 12.5 µM. actives 0.54% (n = 310,000). AID 743445, 2014; in the data active = inhibition above about 50%
CAL PDZ FP-1 – untagged CAL PDZ binding inhibitors, primary screen, biochemical, fluorescence polarization, HTS; inhibition, % at 24.9 µM; Golgi-associated PDZ and coiled-coil motif-containing protein (Homo sapiens), Q9HD26; purified CAL PDZ, TMR-peptide fluorescence polarization, 1 h; actives 0.92% (n = 300,000); AID 602252, 2012;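 active = mean inhibition of at least 30% with at least half of replicates also reaching 30%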;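 note: 0% = DMSO neutral control and 100% = excess unlabeled competitor peptide PRC23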
PvdQ inh – P. aeruginosa PvdQ acylase inhibitors, primary screen, biochemical, fluorescence, plate reader and imaging, single point; actives 0.063% (n = 340,000); inhibition, % at 10 µM; purified PvdQ acylase; AID 488965, 2010; PvdQ acylase [Pseudomonas aeruginosa LESB58]; in the data active = inhibition above about 30%, passing the limit was not always enough;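 note: 0% = vehicle neutral wells and 100% = reference inhibitor wells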
CAL PDZ FP-2 – CAL PDZ peptide-binding inhibitors, primary screen, biochemical, fluorescence polarization, Cer-tagged CAL PDZ, HTS; Golgi-associated PDZ and coiled-coil motif-containing protein (Homo sapiens), Q9HD26; purified CAL PDZ, TMR-peptide fluorescence polarization, 1 h; inhibition, % at 20 µM; actives 0.02% (n = 330,000); AID 504414, 2011;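 active = highest replicate inhibition of at least 40%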;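 note: plate controls were DMSO neutral control wells for no effect and unlabeled competitor peptide control wells for full effect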
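Assay system – tagged CAL PDZ protein CerCALP, purified · Timing – 1 h at RT · Compound – single point, 20 µM · Measured by – fluorescence polarization from S- and P-plane intensities, G-factor corrected · Evaluation – inhibition from polarization loss · Probe or stimulus – TMR reporter peptide T*-PRC34 · Buffer or medium – pH 7.4 phosphate-saline buffer, reducing agent, detergent, IgG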
PfHsp90 set2 – growth inhibition of PfHsp90-expressing yeast, primary screen, antimalarial PfHsp90 inhibitor project, S. cerevisiae, BacTiter-Glo luminescence, single point, set 2; inhibition, % at 9.4 µM; actives 0.32% (n = 310,000); AID 504621, 2011; BacTiter-Glo ATP, 48 h; yeast lacking PDR1 and PDR3 efflux regulators;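 active = every replicate shows inhibition above about 80%, whatever the replicate mean, limit read from the data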;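 note: 0% = DMSO neutral controls and 100% = 20 µM radicicol positive controls; yeast relying on Plasmodium falciparum Hsp90 in place of its own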
MITF TRPM1 HTS – activators of MITF-driven TRPM1 promoter reporter, primary screen, cell-based, SK-MEL-5, luciferase, single point; SK-MEL-5 TRPM1-promoter luciferase, 24 h; % of positive control, neutral wells = 0; activation, % at 12.5 µM; actives 0.75% (n = 300,000); AID 588334, 2011;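 active = mean activation of at least 80% with every replicate also reaching 80%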;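 note: 0% = neutral control wells and 100% = parthenolide positive control wells; values of inactives mirror those of a sister screen read the other way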
Rtt109 HAT inh – inhibitors of C. albicans Rtt109/Vps75 HAT, primary screen, biochemical, ThioGlo CoA-SH fluorescence, plate reader. purified Rtt109/Vps75, 4 h. inhibition, % at 34.9 µM. actives 0.16% (n = 330,000);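 active = inhibition of at least 50% in every replicate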
SR-BI uptake up – activators of SR-BI mediated DiI-HDL uptake, primary screen, ldlA[mSR-BI] CHO cells, DiI fluorescence; 3 h; 100 = double the neutral-control signal; activation, % at 12.5 µM; actives 0.096% (n = 320,000);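 active = mean replicate activation of at least 60% and every replicate at or above 60%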;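 note: 0% = median plate neutral-control signal and 100% = twice that signal; values of inactives mirror those of a sister screen read the other way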
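Material: SR-BI-overexpressing, LDLR-lacking CHO cells; schedule: compound exposure 3 h, 37 °C; reagent: DiI-labelled HDL at 10 µg/mL final; technique: bottom-read fluorescence, 550/595 nm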
SR-BI HDL uptake – inhibitors of SR-BI mediated HDL lipid uptake, primary screen, ldlA[mSR-BI] cells, fluorescence, single point. ldlA[mSR-BI] CHO cells, DiI-HDL uptake fluorescence, 3 h. inhibition, % at 12.5 µM. actives 0.96% (n = 320,000). AID 488896, 2010;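 active = mean replicate inhibition of at least 70% and a set share of replicates each scoring 70 or more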;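 note: 0% = median of neutral control wells and 100% = median of positive control wells; values of inactives mirror those of a sister screen read the other way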
Target sequence (Q61009 whole entry, looked up): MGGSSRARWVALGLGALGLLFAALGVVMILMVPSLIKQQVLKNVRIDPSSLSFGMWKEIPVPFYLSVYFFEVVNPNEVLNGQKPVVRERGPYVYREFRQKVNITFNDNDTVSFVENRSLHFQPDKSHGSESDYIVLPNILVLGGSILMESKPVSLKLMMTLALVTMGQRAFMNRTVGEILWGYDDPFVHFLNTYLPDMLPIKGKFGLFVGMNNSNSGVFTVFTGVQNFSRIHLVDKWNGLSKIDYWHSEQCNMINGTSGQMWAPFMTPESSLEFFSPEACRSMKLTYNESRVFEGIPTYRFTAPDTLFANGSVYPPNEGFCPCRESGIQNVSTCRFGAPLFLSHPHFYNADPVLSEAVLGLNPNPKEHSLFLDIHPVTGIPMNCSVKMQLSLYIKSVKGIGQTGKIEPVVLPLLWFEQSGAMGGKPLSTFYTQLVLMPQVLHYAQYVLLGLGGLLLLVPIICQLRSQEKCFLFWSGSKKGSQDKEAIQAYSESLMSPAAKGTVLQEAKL
dFosB activator – activators of delta FosB homodimer, primary screen, biochemical, fluorescence polarization, TAMRA-CDK5 oligo, single point; purified delta FosB; percent of positive-control signal above neutral wells; activation, % at 25 µM; actives 0.99% (n = 340,000);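 active = mean activation above about 17%, with every replicate also reaching it, limit read from the data, passing the limit was not always enough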;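 note: fluorescence polarization rise as delta FosB binds a TAMRA Cdk5 AP-1 oligo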
Target sequence (P13346 whole entry, looked up): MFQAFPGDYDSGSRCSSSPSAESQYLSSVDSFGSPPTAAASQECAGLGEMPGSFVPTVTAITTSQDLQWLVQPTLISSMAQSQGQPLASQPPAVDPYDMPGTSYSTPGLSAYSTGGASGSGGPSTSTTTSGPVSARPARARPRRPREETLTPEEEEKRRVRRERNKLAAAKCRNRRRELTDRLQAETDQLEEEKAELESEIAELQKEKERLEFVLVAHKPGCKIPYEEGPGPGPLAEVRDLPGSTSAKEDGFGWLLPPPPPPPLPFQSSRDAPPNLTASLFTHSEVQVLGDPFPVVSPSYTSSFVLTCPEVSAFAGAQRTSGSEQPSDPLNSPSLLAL
The depositor's hits bear a star; x = no result given.

SMILES	NSD2 inh	CAL PDZ FP-1	PvdQ inh	CAL PDZ FP-2	PfHsp90 set2	MITF TRPM1 HTS	Rtt109 HAT inh	SR-BI uptake up	SR-BI HDL uptake	dFosB activator
COc1cc(-c2c(C(C)=O)c(C)nc3c2C(=O)c2ccccc2-3)cc(OC)c1OC	x	-1	4	-0.2	9	-11	2	-2	2	-3
CCOc1ccc(NC(=O)CN(C)C(=O)CCNC(=O)c2ccccc2Cl)cc1OCC	-1	-3	-12	-0.8	-8	2	-8	-9	9	-9
Cc1ccc(NC(=S)N2CCC(NC(=O)c3ccc(C)cc3)CC2)cc1	x	-2	-8	-2.1	-16	2	1	-24	24	-9
CS(=O)(=O)N1CCN(c2ccc(NC(=O)Cc3ccccc3)cc2)CC1	0	-1	2	-2.9	1	5	7	-7	7	-4
COc1cc(OC)c(OC)cc1/C=C1\SC(N2CCCCC2)=NC1=O	0	-5	7	0.3	-5	13	2	-13	13	-18
C[C@@H](C(=O)NCCCCCC(=O)O)n1nnc2ccccc2c1=O	4	0	-9	-5.4	-12	-1	13	x	x	-5
CCOC(=O)C1CCN(C(=O)CCS(=O)(=O)c2ccc3c(c2)CC(C)N3C(=O)CC)CC1 (configuration not stated)	-3	-1	-15	-4.0	13	11	-2	9	-9	-8
COc1ccc([C@H]2CC(=O)C=C(c3ccc(F)cc3OCc3ccccc3)C2)cc1OC	x	4	2	-0.7	-20	-16	-5	-57	57	3
Cc1ccc(-n2c(N)cc(=O)nc2SCC(=O)NC2CCCCC2)cc1C	4	1	-4	-0.3	0	4	0	3	-3	-2
CCCN(CC(=O)Nc1ccccc1OC)C(=O)CC1CCCC1	-2	0	-3	1.6	7	-7	-12	-9	9	2
Cc1ccc(F)cc1NC(=O)CN1C(=O)NC(C)(c2ccc3c(c2)OCCO3)C1=O (configuration not stated)	0	-3	-8	-2.2	18	5	2	x	7	-8
CC(=O)N(C)c1cccc([N+](=O)[O-])c1	0	-11	-15	-2.2	10	-3	1	1	-1	0
O=C(Nc1nnc(C2=COCCO2)o1)c1ccc(Cc2ccccc2)cc1	x	0	-6	-0.4	x	8	1	0	0	-14
CC(=O)C1C(c2ccc(C)cc2)c2c(noc2C)CC1(C)O (configuration not stated)	-5	-2	-8	-1.1	-14	5	-3	-2	2	3
CCC(C)NC(=O)CC(c1ccc(OC)cc1)n1cccc1 (configuration not stated)	1	-1	-20	-0.1	-21	-8	12	5	-5	-4
CN(Cc1ccccc1)S(=O)(=O)c1ccc(OCC(=O)NCc2cccnc2)cc1	-2	-2	-27	-1.2	9	6	-5	x	x	-15
COC(=O)c1ccc2c(=O)n(Cc3ccco3)c(SCC(=O)Nc3ccccc3Cl)nc2c1	1	-3	-13	0.4	-19	x	2	-17	17	-6
O=C(NNC1=NCCC1)c1cccc(S(=O)(=O)N2CCCC2)c1	-8	1	-12	-2.2	-19	-1	x	28	-28	4
COc1ccccc1-n1cc(-c2ccc(Br)cc2)[nH]c1=S	1	4	-10	x	4	-7	0	-34	34	-9
Cc1nc2n[nH]c(N)c2c2c1CCCC2	1	-10	-9	-0.1	4	-12	-6	1	-1	-3
CCc1ccc(OC(=O)CN2C(=O)c3ccccc3C2=O)cc1	20	-5	-9	-0.2	-17	-1	5	-3	3	-11
Cc1ccc(NC(=O)Cn2c(=O)c(C)nc3ccccc32)cc1	x	-2	-8	-0.3	x	9	6	10	-10	-8
Cc1cc(OCC(=O)OCC(=O)N(C)C2CCS(=O)(=O)C2)ccc1Cl (configuration not stated)	0	-11	-10	-1.9	13	5	1	7	-7	3
CCOC(CCn1c(SCc2ccc([N+](=O)[O-])cc2)nc2ccccc2c1=O)OCC	x	-4	20	-2.3	15	-2	-4	8	-8	-2
N#Cc1ccc(CSc2nnc(COc3ccccc3)n2-c2ccccc2)cc1	-5	7	-9	-2.5	-17	-5	-2	-8	8	-22
c1ccc(-c2csc3ncn4nnnc4c23)cc1	5	-3	1	-1.8	3	-5	-1	4	-4	4
Cc1cccc(C(=O)NN2S(=O)(=O)c3ccccc3S2(=O)=O)c1	-24	1	-12	-2.5	24	-3	11	6	-6	5
COc1ccc(C(CNCC(=O)Nc2ccccc2F)N(C)C)cc1 (configuration not stated)	-3	19	-12	-0.1	-19	x	7	12	-12	-6
CCc1ccc2c(c1)CCCN2C(=O)c1ccccc1C(=O)O	2	1	-5	-0.5	46	-25	-6	-14	14	-4
COc1ccc(CNC(=O)c2cc(S(=O)(=O)N3CCCCC3)ccc2Cl)cc1OC	-1	x	-14	0.5	x	0	3	6	-6	-2
O=C(COc1cccnc1[N+](=O)[O-])NCc1ccc(F)cc1	-1	-3	-22	0.0	11	5	-1	2	-2	11
COc1ccc(C2CC(=O)Nc3cc(C)c(C)cc32)c(OC)c1OC (configuration not stated)	1	-1	-6	x	5	1	-16	-2	2	3
CCc1nn(C(C)C(=O)NCCN2CCN(c3cccc(C)c3C)CC2)c(=O)c2cc3occc3n12 (configuration not stated)	7	-2	-11	-0.7	7	-16	15	-80	80*	5
Cn1c(CCCOc2ccc(Cl)cc2Cl)n[nH]c1=S	-1	2	6	-0.5	-9	19	2	-54	54	-6
CCOc1ccc(-c2cc(C(=O)N/N=C/c3ccc(O)cc3)c3ccccc3n2)cc1	-1	-6	-1	0.5	7	-8	-1	-40	40	-4
COc1ccc(NC(=O)CSc2nnc(-c3cccnc3)n2Cc2ccco2)c(OC)c1	-4	-3	-18	x	-10	3	11	-17	17	-4
O=C(CN1C(=O)NC2(CCCCCC2)C1=O)Nc1ccccc1[N+](=O)[O-]	x	-1	-10	0.7	15	5	-8	-1	1	-2
COc1ccc(CCC(=O)Nc2cccc(S(=O)(=O)N(C)C)c2)cc1OC	-2	x	-4	-0.2	-4	10	2	-26	26	1
Cc1cc(N2C(=O)C3C4CC(C(Br)C4Br)C3C2=O)no1 (configuration not stated)	21	2	-8	0.3	10	0	1	0	0	-9
O=C(CCN1CCCCC1)NNC(=S)NC(=O)c1ccc(Br)cc1	-4	3	-2	-15	5	5	-4	-18	18	-2
CC(=O)OC(C)(C)C#CCN1CCCC1	-3	-1	0	-2.3	15	7	1	8	-8	1
CC(=O)OCC=C1CCC2C3CCC4=CC(=O)CCC4(C)C3C(O)CC12C (configuration not stated)	x	-4	2	-1.7	-3	-3	7	-10	10	-8
CCNC(=S)N1CCN(c2nc(-c3cccc(OC)c3)cs2)CC1	-2	-3	3	0.2	-4	x	-14	-4	4	-7
O=C(CSc1nc2ccccc2s1)NCCOc1ccccc1	4	-2	-10	-1.2	8	4	-2	30	-30	-4
CCOc1ccc(N(CC(=O)NC(C)(C)C)C(=O)c2ccco2)cc1	-4	3	5	-1.1	-9	x	-2	3	-3	5
Cn1nc(C(=O)NCCc2ccc(S(N)(=O)=O)cc2)c2ccccc2c1=O	x	-1	-10	-1.5	-2	-4	2	x	x	-5
Cn1nnnc1NCc1cccc(Cl)c1Cl	-3	-1	-9	-1.0	-22	-4	-2	-2	2	1
CC(C)CNCC1OCc2ccccc2CO1	24	-5	-4	0.4	-4	-1	-4	11	-11	1
CCOC(=O)C1C(c2ccc(C(=O)O)cc2)NC(=O)NC1(O)C(F)(F)F (configuration not stated)	x	-1	3	-0.8	-2	10	-3	x	x	1
CC1Cc2cc(C(=O)O)ccc2O1 (configuration not stated)	0	-10	-18	x	7	5	6	20	-20	-10
N#CC1=C(N)C(C#N)(C#N)[C@H](c2cccnc2)[C@H]2CN(C(=O)OCc3ccccc3)CC=C12	-8	-3	13	-2.5	2	-3	12	1	-1	-1

Of the compounds above, twelve have an aryl methoxy group:
SMILES	NSD2 inh	CAL PDZ FP-1	PvdQ inh	CAL PDZ FP-2	PfHsp90 set2	MITF TRPM1 HTS	Rtt109 HAT inh	SR-BI uptake up	SR-BI HDL uptake	dFosB activator
COc1cc(-c2c(C(C)=O)c(C)nc3c2C(=O)c2ccccc2-3)cc(OC)c1OC	x	-1	4	-0.2	9	-11	2	-2	2	-3
COc1cc(OC)c(OC)cc1/C=C1\SC(N2CCCCC2)=NC1=O	0	-5	7	0.3	-5	13	2	-13	13	-18
COc1ccc([C@H]2CC(=O)C=C(c3ccc(F)cc3OCc3ccccc3)C2)cc1OC	x	4	2	-0.7	-20	-16	-5	-57	57	3
CCCN(CC(=O)Nc1ccccc1OC)C(=O)CC1CCCC1	-2	0	-3	1.6	7	-7	-12	-9	9	2
CCC(C)NC(=O)CC(c1ccc(OC)cc1)n1cccc1 (configuration not stated)	1	-1	-20	-0.1	-21	-8	12	5	-5	-4
COc1ccccc1-n1cc(-c2ccc(Br)cc2)[nH]c1=S	1	4	-10	x	4	-7	0	-34	34	-9
COc1ccc(C(CNCC(=O)Nc2ccccc2F)N(C)C)cc1 (configuration not stated)	-3	19	-12	-0.1	-19	x	7	12	-12	-6
COc1ccc(CNC(=O)c2cc(S(=O)(=O)N3CCCCC3)ccc2Cl)cc1OC	-1	x	-14	0.5	x	0	3	6	-6	-2
COc1ccc(C2CC(=O)Nc3cc(C)c(C)cc32)c(OC)c1OC (configuration not stated)	1	-1	-6	x	5	1	-16	-2	2	3
COc1ccc(NC(=O)CSc2nnc(-c3cccnc3)n2Cc2ccco2)c(OC)c1	-4	-3	-18	x	-10	3	11	-17	17	-4
COc1ccc(CCC(=O)Nc2cccc(S(=O)(=O)N(C)C)c2)cc1OC	-2	x	-4	-0.2	-4	10	2	-26	26	1
CCNC(=S)N1CCN(c2nc(-c3cccc(OC)c3)cs2)CC1	-2	-3	3	0.2	-4	x	-14	-4	4	-7
